PAFAH1B2 inh – PAFAH1B2 enzyme inhibitors, primary screen, biochemical, fluorescence polarization, human; AID 492953, 2010; recombinant PAFAH1B2, FP-rhodamine activity probe; hit rate 1.2% among 340,000; inhibition, % at 3.39 µM;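 active = inhibition above the mean of all tested compounds plus 3 SD, cut at about 24% in these data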;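 note: 0% = enzyme with DMSO and 100% = wells lacking PAFAH1B2; many of its hits are not listed in these tables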
Target sequence (P68402 whole entry, looked up): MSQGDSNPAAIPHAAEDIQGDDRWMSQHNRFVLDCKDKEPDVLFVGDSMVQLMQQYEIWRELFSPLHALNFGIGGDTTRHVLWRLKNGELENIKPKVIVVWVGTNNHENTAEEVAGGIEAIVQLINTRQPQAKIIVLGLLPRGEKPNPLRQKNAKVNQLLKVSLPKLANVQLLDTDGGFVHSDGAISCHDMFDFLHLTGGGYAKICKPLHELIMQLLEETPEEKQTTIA
PAFAH1B3 FP inh – PAFAH1B3 enzyme inhibitors, primary screen, biochemical, fluorescence polarization, human | Platelet-activating factor acetylhydrolase IB subunit alpha1 (Homo sapiens), Q15102 | recombinant PAFAH1B3, FP-rhodamine probe | inhibition, % at 3.39 µM | hit rate 0.28% among 340,000 | AID 492972, 2010;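 active = inhibition above the screen-wide average of all tested compounds plus 3 SD, cut at about 25% in these data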;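 note: 0% = enzyme with DMSO only and 100% = wells lacking PAFAH1B3 protein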
Target sequence (Q15102 whole entry, looked up): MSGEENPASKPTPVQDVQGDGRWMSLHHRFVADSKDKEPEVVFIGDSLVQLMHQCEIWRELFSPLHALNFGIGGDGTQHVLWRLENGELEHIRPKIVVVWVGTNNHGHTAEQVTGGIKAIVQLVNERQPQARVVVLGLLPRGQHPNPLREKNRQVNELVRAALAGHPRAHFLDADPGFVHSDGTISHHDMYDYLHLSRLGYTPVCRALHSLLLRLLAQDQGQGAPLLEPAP
PAFAH2 inh – PAFAH2 enzyme inhibitors, primary screen, biochemical, fluorescence polarization, human; hit rate 0.99% among 340,000; recombinant PAFAH2, FP-rhodamine activity probe; inhibition, % at 3.39 µM; Platelet-activating factor acetylhydrolase 2, cytoplasmic (Homo sapiens), Q99487;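 active = inhibition above the mean over all tested compounds plus 3 SD, cut at about 30% in these data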;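 note: inhibitors block probe labeling of enzyme so polarization drops; 0% = enzyme with DMSO and 100% = wells lacking PAFAH2 protein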
* = called active by the depositor. These rows are one share of the data; the hit share may differ from the screen's.

SMILES	PAFAH1B2 inh	PAFAH1B3 FP inh	PAFAH2 inh
Cc1ccc(C2=NN(S(=O)(=O)c3ccccc3)C(c3ccccc3O)C2)cc1 (configuration not stated)	-35	-52	-86
COc1ccc(-c2nnc(SCC(=O)NC3CC3)o2)c(OC)c1	3	-1	1
N#C/C(=N/Nc1ccc([N+](=O)[O-])cc1)C(=N)N1CCCCC1	9	-1	14
COCCNC(=S)Nc1cc2oc3ccccc3c2cc1OC	1	12	10
COc1ccc(/C=C/C(=O)Nc2ccccc2C(N)=O)cc1S(=O)(=O)N1CCOCC1	0	1	6
COc1ccccc1CC(NC(C)=O)C(=O)NC1CCN(C(=O)NCc2ccccc2)CC1 (configuration not stated)	-2	-3	3
CCCCc1nnc(NC(=O)c2ccc(OCc3c(C)noc3C)cc2)s1	-1	-5	-3
Cc1cc(=O)oc2c3c(cc(OCC(=O)NCCC(=O)O)c12)OC(C)(C)CC3	-2	0	-2
CC1(C)CC=CC(COC(=O)c2ccccc2C(=O)O)C1 (configuration not stated)	29*	7	23
CC(=O)NC1CC2CCCC(C1)N2C(=O)Nc1cccc(C(C)=O)c1 (configuration not stated)	-3	3	-7
CCN(CC)c1ccc(/C=C2\CCC(/C=C(/C#N)C(=O)Nc3ccccc3F)=C2N2CCOCC2)cc1	-18	-38	-39
Cc1ccc(C(=O)N2CCCC(N(C)Cc3ccccc3)C2)s1 (configuration not stated)	4	11	5
Cc1c(C(N)=O)cc([N+](=O)[O-])cc1[N+](=O)[O-]	3	-2	-8
Cc1cccnc1NC(=O)CCNC(=O)c1ccc(Br)cc1	6	-2	4
CCOC(=O)NN=C1CCC(c2ccccc2)CC1 (configuration not stated)	5	16	-6
C#CC(CC)(CC)NC(=O)c1cc(S(=O)(=O)N2CCCCC2)ccc1N1CCOCC1	3	5	7
COc1ccc(OC)c(NC(=O)CSc2nc3[nH]c(=O)[nH]c(=O)c3s2)c1	-1	6	-2
COC(=O)CCc1c[nH]c2ccc([N+](=O)[O-])cc12	1	3	7
O=C(NCc1ccccc1CN1CCCC1)c1ccc(Cl)c(S(=O)(=O)N2CCCC2)c1	5	-5	1
CCOC(=O)C1CCN(C(=O)c2ccc(NS(=O)(=O)c3ccc4[nH]c(=O)[nH]c4c3)cc2)CC1	-1	-6	-2
Cc1ccnc(NC(=O)CCNC(=O)c2ccc(Cl)cc2)c1	4	12	-3
CCC1CCC/C1=N\NC(=O)c1ccoc1C (configuration not stated)	2	2	8
CN(Cc1ccc(-n2cccn2)cc1)C(=O)c1cnn2c1NC(c1ccco1)CC2C(F)(F)F (configuration not stated)	0	-2	-2
C/C(=N\NC(=O)c1cc(-c2ccccc2C)nc2ccccc12)c1cccnc1	5	4	0
Cc1ccccc1CC(=O)NC1CCN(C)CC1	0	18	0
O=C(CC1SC(N2CCCCC2)=NC1=O)Nc1cccc(C(=O)N2CCCC(C(F)(F)F)C2)c1 (configuration not stated)	9	11	-2
N#CC(CCc1ccccn1)c1ccccc1 (configuration not stated)	10	3	4
COc1cc(/C=N/Nc2ccnc(=O)[nH]2)ccc1O	1	-1	0
Cc1cccn2c(=O)c(C=O)c(Nc3ccc(S(N)(=O)=O)cc3)nc12	-3	4	0
O=S(=O)(c1ccc(SCc2ccc(Br)cc2)nc1)N1CCCCC1	3	4	-2

Of the compounds above, these contain two or more sulfur atoms:
SMILES	PAFAH1B2 inh	PAFAH1B3 FP inh	PAFAH2 inh
COc1ccc(OC)c(NC(=O)CSc2nc3[nH]c(=O)[nH]c(=O)c3s2)c1	-1	6	-2
O=S(=O)(c1ccc(SCc2ccc(Br)cc2)nc1)N1CCCCC1	3	4	-2

Remaining list, next part.
SMILES	PAFAH1B2 inh	PAFAH1B3 FP inh	PAFAH2 inh
CC(C)(C)NCC(=Cc1ccccc1)C(=O)c1ccccc1	0	4	-9
COCCNCc1cc(C)n(-c2cc(S(=O)(=O)N3CCOCC3)ccc2N2CCCC2)c1C	-1	8	-2
Cc1ccc(-c2nc3c(c(=O)[nH]c(=O)n3Cc3ccccc3)n2C)o1	5	12	9
CN(C(=O)c1ccc(NC(=O)Cc2ccc(NC(=O)C3CCN(C(=O)C4CCCC4)CC3)cc2)cc1)C1CCCC1	5	8	4
CNC(=S)N1C2CCCC1CC(NC(=O)c1ccc(C)cc1)C2 (configuration not stated)	-3	-1	0
CCn1c(O)c(/C=N/NC(=O)c2ccncc2)c(=O)n(CC)c1=S	-4	1	-18
Cc1ccc(NC(=O)CSc2ccccc2)cc1S(=O)(=O)N1CCOCC1	3	-5	2
CCNc1nnc(SCC(=O)NC2CCCCCC2)s1	0	1	4
CCC(=O)n1nc(-c2ccc(OC)cc2)nc1NCc1cccs1	-1	6	3
COc1cc(Br)cc(CN2CCN(c3ncccn3)CC2)c1O	-2	5	5
Cc1ccc(-n2nc(C)c3c2C(Br)C(C)(C)CC3=O)nc1 (configuration not stated)	3	5	11
COc1ccc(C(=O)Nc2ccc(-c3n[nH]c(=S)o3)cc2)cc1	1	17	1
CC[C@H]1C=C[C@@H](C(C(=O)OC)C(=O)OC)CN1C(C)=O	8	6	-1
O=C1ON=C(c2ccc([N+](=O)[O-])cc2)/C1=C/c1ccccc1O	13	12	8
CCN(C(=O)CSc1nc2ccccc2n1CC(C)C)c1c(N)n(Cc2ccccc2)c(=O)[nH]c1=O	0	16	3

Part of the list above in order of number of heavy atoms, low to high:
SMILES	PAFAH1B2 inh	PAFAH1B3 FP inh	PAFAH2 inh
CC(C)(C)NCC(=Cc1ccccc1)C(=O)c1ccccc1	0	4	-9
COc1ccc(C(=O)Nc2ccc(-c3n[nH]c(=S)o3)cc2)cc1	1	17	1
Cc1ccc(-c2nc3c(c(=O)[nH]c(=O)n3Cc3ccccc3)n2C)o1	5	12	9

Continuation.
SMILES	PAFAH1B2 inh	PAFAH1B3 FP inh	PAFAH2 inh
COc1cc(CNCc2ccc(OC)c3ccccc23)cc(OC)c1OC	1	-3	2
COc1cc(NC(=O)SC2=NCCS2)cc(OC)c1	2	-1	-2
C=C(C1=CCN(S(=O)(=O)C(C)(C)C)[C@@H]1CCO)c1ccccc1	3	1	-8
COc1cc(/C=C2\SC(=S)N(CC(=O)NC(C)(C)C)C2=O)cc(OC)c1OC	-1	-1	-14
COc1ccc(/C=N\Nc2ccccn2)c(OC)c1	3	10	7
O=S(=O)(c1cccs1)N1CCN(CCOc2ccccc2)CC1	1	-1	10
Cc1ccc(NC(=O)c2ccc(S(=O)(=O)N(C)c3ccccc3)cc2)cc1S(=O)(=O)N1CCOCC1	1	4	-32
NC(N)=NC(=S)Nc1ccc(Cl)cc1	4	9	-4
C#CCOc1ccc(C2C3=C(COC3=O)Nc3cc4c(cc32)OCO4)cc1OC (configuration not stated)	1	11	2
CN1C[C@@H]2[C@@H]3C(=O)N(Cc4ccccc4)C(=O)[C@@H]3[C@](Cc3ccccc3)(C1=O)N2C(=O)c1ccc(Br)cc1	3	4	1
Cc1ccc2nc3[nH]c(=O)[nH]c(=O)c3c(N)c2c1	0	5	8
CCN(CC(=O)Nc1ccc(NC(C)=O)cc1)C(=O)C1CCN(C(=O)c2ccccc2C)CC1	3	9	6
COC(=O)CCC(=O)NC(=S)Nc1ccc(S(=O)(=O)Nc2cc(C)on2)cc1	-1	12	0
Cn1c(CCC(N)=O)nnc1SCC(=O)Nc1cc(S(=O)(=O)N2CCCC2)ccc1Cl	1	0	1
C/C=C1\NC(=O)[C@H](CC(N)=O)N(C)C(=O)C([C@@H](C)O)NC(=O)C(CCCc2ccc(OC)cc2)NC(=O)[C@H](C(C)C)NC(=O)/C(=C\C)NC(=O)[C@H](O)[C@@H](C[C@@H](O)CCCCCCC)NC(=O)[C@H](C)NC(=O)CN(C)C(=O)[C@H](CCC(N)=O)NC1=O (some centres not stated)	10	9	0
COc1cc(CNc2ccc3[nH]c(=O)[nH]c3c2)ccc1OCc1ccc(F)cc1Cl	1	4	-2
O=C1NCC(Nc2ccccc2)C(=O)N1 (configuration not stated)	3	8	8
CC(C)(C)OC(=O)N1CCC(C(=O)Nc2cccc(C(=O)N3CCCCC3)c2)CC1	3	8	-2
COc1ccc(C(=O)N/N=C(/C)c2cccc(NC(=O)c3ccncc3)c2)cc1OC	8	1	1
COc1cc(SC)ccc1C(=O)OC(C)C(=O)NC1CCCC1 (configuration not stated)	1	2	9
COC(C(=O)N/N=C(\C)c1ccc(C(C)(C)C)cc1)c1ccccc1 (configuration not stated)	7	2	-1
O=C(Nc1ccc(Cc2ccncc2)cc1)c1ccc(S(=O)(=O)N2CCCC2)cc1	1	3	-1
COc1ccc(CCN(C)C2CCCN(S(=O)(=O)c3ccccc3)C2)cc1OC (configuration not stated)	3	5	-4
COc1ccccc1NC(=O)CN1CCN(CC(=O)Nc2cc(C)ccc2OC)CC1	9	10	2
COC(C[C@@H](O)[C@@H](C)[C@@H](O)COCc1ccccc1)OC	1	7	2
CN1C[C@@H]2[C@@H]3C(=O)N(Cc4ccccc4)C(=O)[C@@H]3[C@](Cc3ccccc3)(C1=O)N2C(=O)c1ccc(F)cc1	9	7	1
Cc1csc(NC(=O)CSc2nc3[nH]c(=O)cc(O)c3s2)n1	4	11	4
CC12CCC3C(=CCc4cc(O)ccc43)C1CC(=NO)C2O (configuration not stated)	4	9	4
CC(C)(CNC(=O)CNC(=O)c1ccc(Cl)cc1Cl)N1CCOCC1	0	1	-7
Cc1ccc(-n2ncc3c(=O)n(CC(=O)N4CCCc5ccccc54)cnc32)cc1C	6	6	5
O=C(Nc1ccc2c(c1)OCO2)c1cc2ncc(Br)cn2n1	5	11	14
Cc1ccc(Sc2ncccc2C(=O)NCc2cc([N+](=O)[O-])ccc2O)cc1C	2	2	26
Cc1ccc(-c2nc(N)sc2-c2ccc(C)cc2)cc1	4	14	13
COC(=O)c1cc(C)ccc1/C=C1/Cc2c(C)cc(C)cc2C1=O	3	10	-2
Cc1ccc(C2=NN(C(=O)CCl)C(c3ccco3)C2)o1 (configuration not stated)	0	0	-3
COc1ccc(S(=O)(=O)N2CCSC2C)cc1C (configuration not stated)	6	10	4
CCOc1ccc(/C=N/Nc2nc(C)cs2)c(O)c1	4	7	6
O=C(CCCSCCCC(=O)NN=Cc1ccccc1)NN=Cc1ccccc1	7	4	9
COc1cc(O)c2c(=O)c3c(O)c(O)ccc3oc2c1OC	-1	13	6
C=CCN1C(=O)c2ccc(C(=O)N3CCC(C(=O)OCC)CC3)cc2C1=O	2	0	1
Cc1cccc(C(=O)NNS(=O)(=O)c2ccc(F)cc2)c1O	5	5	-2
O=C(NC1CC1)c1ccc(NC(=O)C2CCCCC2)cc1	8	11	0
CC1=CC(=O)C=C(C)C1=NOS(=O)(=O)c1ccccc1	4	3	2
N#CCCN(C(=S)NC(=O)c1cccs1)c1ccccc1F	7	4	4
Cc1ccc(-n2c(SCC(=O)NCc3ccc4c(c3)OCO4)nnc2-c2cccnc2)c(C)c1	3	7	4

Profiles as entered above. Order of values: PAFAH1B2 inh | PAFAH1B3 FP inh | PAFAH2 inh
Entry for Cc1ccc(C2=NN(C(=O)CCl)C(c3ccco3)C2)o1 (configuration not stated) : 0 | 0 | -3
Entry for Cc1ccc(-c2nc(N)sc2-c2ccc(C)cc2)cc1 : 4 | 14 | 13
Entry for O=S(=O)(c1cccs1)N1CCN(CCOc2ccccc2)CC1 : 1 | -1 | 10

The results go on:
SMILES	PAFAH1B2 inh	PAFAH1B3 FP inh	PAFAH2 inh
COc1ccccc1-c1cccc([C@@H]2C[C@H]3[C@H](CON3C)CN2Cc2cc(Cl)cc(Cl)c2)c1	2	8	0
CCCCn1c2ccc(F)cc2c2nnc(SCCN3CCOCC3)nc21	4	7	5
COCCn1c(COc2ccccc2)nnc1SCC(N)=O	3	-2	-4
O=C1c2ccccc2C(=O)N1/N=C/c1ccc(O)c(O)c1O	4	18	25
O=C(CN1C(=O)CCS(=O)(=O)c2ccccc21)Nc1ccc2c(c1)OCCO2	4	7	3
CC(OC(=O)c1ccccc1C(=O)N(C)Cc1ccccc1)C(=O)NC1(C#N)CCCCC1 (configuration not stated)	5	5	6
CN(C)C(=O)c1ccc(NC(=O)COC(=O)CCN=C2NS(=O)(=O)c3ccccc32)cc1	3	7	4
